uPA surface inh – qHTS for Inhibitors of Cell Surface uPA Generation; Potency, µM (doses to about 38.3 µM), for inactives: at the top dose activity change, negative = inhibition, hits mostly inhibitors; AID 540303, 2011; cell surface uPA generation assay, qHTS; 330,000 tested, 0.31% active; active means well fitted inhibition curve with a large enough effect; inconclusive means small, poorly fitted or top-dose-only effect; inactive means no such curve, though single readings can be large or run the other way; tested in mouse RAW 264.7 cells; further: on the % scale 0 is the no-effect control and ±100 the full control effect; nearly all actives have a fitted effect of over 55% in size
Rab9 prom act – qHTS Assay for Rab9 Promoter Activators; Huh7 Rab9 promoter-luciferase reporter, luminescence, 24 h; Potency, µM (doses to about 9.22 µM), for the others: at the highest dose activation, negative = inhibition, most hits filed as activators; 320,000 tested, 2.8% active; AID 485297, 2010; further: % of control where 0% means no effect; nearly all actives have a fitted effect of over 60% in size
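Stable Rab9-luc Huh7, 1500 cells/well, 2 h settle; cmpd in DMSO, 24 h, 37 °C/5% CO2; luciferase reagent 10 min RT; luminescence.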
BRCA1 expr act – qHTS Assay to Identify Small Molecule Activators of BRCA1 Expression; MCF7-BRCA1-FFLuc reporter, luminescence, 48 h; response scale: scaled: vehicle 0%, 10 µM genistein 100%; Potency, µM (top dose mostly 46.1 µM), inactives show at the top dose activation, hits mostly activators; 380,000 tested, 1.1% active; further: nearly all actives have a fitted effect of over 80% in size; some results filed as inactive show a strong effect at the top dose
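Reporter cells (MCF7, BRCA1 promoter-firefly luciferase) received library compounds across a concentration series for 48 h. End-point luminescence was measured and concentration-effect curves derived after normalization.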
ELG1 genotoxic – qHTS screen for small molecules that induce genotoxicity in human embryonic kidney (HEK293T) cells expressing luciferase-tagged ELG1; Potency, µM (top dose mostly 46 µM), without a hit: at the top dose activity change, positive = activation, actives largely listed as activators; 330,000 tested, 1.3% active; HEK293T ELG1-luciferase reporter, luminescence, 16 h; further: % of control where 0% means no effect; nearly all actives have a fitted effect of over 60% in size
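After overnight (16 hr) compound treatment at 37 °C, ELG1-luciferase HEK293T cells were lysed with ONE-Glo; luminescence quantified 30 min later at room temperature.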
NPC1 promoter act – qHTS Assay for NPC1 Promoter Activators | Huh7 NPC1 promoter luciferase reporter, 24 h | Potency, µM (highest dose often 9.22 µM), inactives show at the highest dose activation, most hits filed as activators | 320,000 tested, 2.4% active | AID 485313, 2010;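 further: % of control where 0% means no effect; nearly all actives have a fitted effect of over 60% in size; reporter is driven by a mutant NPC1 promoter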
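Readout is luciferase luminescence, reflecting NPC1 promoter activation in stably transfected Huh7 cells after 24 h compound exposure at 37 °C in reduced-serum medium with 10% FBS.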
Gal4-VP16 FLuc – VP16 counterscreen qHTS for inhibitors of ROR gamma transcriptional activity; Drosophila S2 Gal4-VP16 UAS-luciferase, luminescence, 20 h; Potency, µM (titrated, usually from 53.6 µM), inactives show at the highest dose activity, negative = inhibition, actives largely listed as inhibitors; 310,000 tested, 3.5% active; AID 2546, 2010;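 further: Gal4-VP16 expression switched on by copper sulfate through the metallothionein promoter; on the % scale 0 is the no-effect control and ±100 the full control effect; nearly all actives have a fitted effect of over 50% in size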
p53 reactivation – qHTS assay for re-activators of p53 using a Luc reporter; H1299 p53-A138V BP100-luciferase reporter, luminescence, 24 h; Potency, µM (series often up to 92.2 µM), for inactives: at the highest dose activity change, positive = activation, hits mostly activators; 320,000 tested, 0.063% active; AID 504706, 2011; further: % of control where 0% means no effect; nearly all actives have a fitted effect of over 45% in size
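p53-null H1299 cells stably carrying temperature-sensitive p53-A138V and a BP100-luciferase reporter were pinned with compounds (4-point, 1:5 series) and held 24 hrs at 37 deg C. Luminescence was read 10 min after detection reagent.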
MBNL1 CUG block – qHTS Assay for Inhibitors of MBNL1-poly(CUG) RNA binding; AID 2675, 2010; TR-FRET MBNL1-His/biotin-(CUG)12 binding, 665/545 ratio; Muscleblind-like protein 1 (Homo sapiens), Q9NR56; 280,000 tested, 0.036% active; Potency, µM (series often up to 57.5 µM), for the others: at the highest dose activity change, negative = inhibition, hits mostly inhibitors; active means well fitted inhibition curve with a large enough effect in the signal ratio, with a control signal flat, not every such curve was filed as active; inconclusive means small, poorly fitted or top-dose-only effect, or effect the other way, or a change in a side signal; inactive means no such curve, though single readings can be large or run the other way; the % refers to the signal ratio; further: on the % scale 0 is the no-effect control and ±100 the full control effect
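Compounds (final 92 nM to 58 uM) are added to His-tagged MBNL1 and biotin-(CUG)12, then terbium anti-His antibody and streptavidin-XL665 (5 nM final). After 60 min at room temperature, the 665/545 nm ratio is read.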
RORgamma inh – qHTS for inhibitors of ROR gamma transcriptional activity; Nuclear receptor ROR-gamma (Mus musculus), P51450; Drosophila S2 Gal4-RORgamma UAS-luciferase reporter, 20 h; Potency, µM (doses to about 53.6 µM), for inactives: top-dose activity change, negative = inhibition, most hits filed as inhibitors; 310,000 tested, 5.4% active; AID 2551, 2010; further: on the % scale 0 is the no-effect control and ±100 the full control effect; nearly all actives have a fitted effect of over 60% in size
Target sequence (P51450 whole entry, looked up, the tested form may be a part): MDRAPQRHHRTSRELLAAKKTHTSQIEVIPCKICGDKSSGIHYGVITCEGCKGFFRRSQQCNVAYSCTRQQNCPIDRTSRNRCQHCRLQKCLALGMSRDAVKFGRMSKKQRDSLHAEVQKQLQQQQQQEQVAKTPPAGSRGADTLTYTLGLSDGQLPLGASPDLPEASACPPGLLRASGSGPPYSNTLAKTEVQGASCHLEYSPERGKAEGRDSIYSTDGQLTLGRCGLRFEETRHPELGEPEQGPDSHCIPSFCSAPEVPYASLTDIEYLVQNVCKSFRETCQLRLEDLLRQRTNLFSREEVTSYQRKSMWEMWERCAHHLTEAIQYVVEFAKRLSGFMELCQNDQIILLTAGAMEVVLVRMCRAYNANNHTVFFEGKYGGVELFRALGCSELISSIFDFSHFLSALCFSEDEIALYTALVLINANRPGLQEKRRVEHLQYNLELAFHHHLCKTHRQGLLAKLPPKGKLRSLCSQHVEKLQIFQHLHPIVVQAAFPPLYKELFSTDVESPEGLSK
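In this cell-based reporter format, copper sulfate (700 uM final) drives Gal4–ROR gamma fusion expression from a metallothionein promoter in Drosophila Schneider cells; compounds preincubated 1 hr, reporter read after 20 hr at ambient temperature.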
FLuc modulator – qHTS profiling assay for firefly luciferase inhibitor/activator using purifed enzyme and Km concentrations of substrates (counterscreen for miR-21 project); 360,000 tested, 6.9% active; Potency, µM (doses to about 57.5 µM), for the others: at the highest dose activity change, negative = inhibition, actives largely listed as inhibitors; Luciferin 4-monooxygenase (Photinus pyralis), P08659; AID 588342, 2011; purified FLuc, Km substrates, luminescence inhibition;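 further: plate controls were vehicle for no effect and reference inhibitor for full effect; nearly all actives have a fitted effect of over 55% in size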
Target sequence (P08659 whole entry, looked up): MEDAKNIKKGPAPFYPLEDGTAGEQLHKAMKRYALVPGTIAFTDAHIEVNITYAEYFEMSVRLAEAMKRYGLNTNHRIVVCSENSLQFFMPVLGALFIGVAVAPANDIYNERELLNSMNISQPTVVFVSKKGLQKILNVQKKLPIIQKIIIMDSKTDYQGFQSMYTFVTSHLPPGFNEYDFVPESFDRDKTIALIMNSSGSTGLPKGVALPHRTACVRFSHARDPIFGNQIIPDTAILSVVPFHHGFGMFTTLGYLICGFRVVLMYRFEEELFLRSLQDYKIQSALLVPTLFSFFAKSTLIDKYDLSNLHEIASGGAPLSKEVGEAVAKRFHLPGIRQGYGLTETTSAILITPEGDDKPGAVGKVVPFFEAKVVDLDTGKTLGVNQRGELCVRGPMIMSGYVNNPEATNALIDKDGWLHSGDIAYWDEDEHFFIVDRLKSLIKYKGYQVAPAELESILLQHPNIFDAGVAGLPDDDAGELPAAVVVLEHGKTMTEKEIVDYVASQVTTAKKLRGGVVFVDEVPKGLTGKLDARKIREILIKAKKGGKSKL
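Purified P. pyralis luciferase, 10 nM final, with Km-level 10 uM D-luciferin and 10 uM ATP in 50 mM Tris acetate pH 7.5, 10 mM Mg acetate, 0.01% Tween-20, 0.05% BSA; 6-point qHTS titration about 60 µM downward; luminescence read.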
An asterisk follows results filed as active; ? = inconclusive; . = no result given; [ ] = another dose, or the depositor's remark. Unless noted, the call rests on the fitted dose curve; in most records, active means well fitted curve in the direction sought with a large enough effect; inconclusive means small, poorly fitted or top-dose-only effect, or another doubt; inactive means no such curve, though single readings can be large; an effect the other way counts as inactive or inconclusive. Potency means the concentration at half of the fitted maximal effect.

item | mol | uPA surface inh | Rab9 prom act | BRCA1 expr act | ELG1 genotoxic | NPC1 promoter act | Gal4-VP16 FLuc | p53 reactivation | MBNL1 CUG block | RORgamma inh | FLuc modulator
1 | CN1CCN(c2ccc(NC(=S)NC(=O)/C=C/c3ccco3)cc2)CC1 | -6% | ? | 4.5µM* | ? | ? | 11µM* | ? | ? | 11µM* | 24µM*
2 | Cc1cccc(-n2c3nc(=O)[nH]c(=O)c-3cc3c(C)nn(-c4ccccc4)c32)c1 | . | -3% | . | 1% | 2% | -3% | -2% | . | -26% | -3%
3 | CCN(CC)S(=O)(=O)c1ccc(/C(O)=C(\C#N)c2nc3ccccc3n2C)cc1 | 3% | -8% | -64% | -10% | -5% | 5.6µM* | -6% | -1% | 2.8µM* | 3%
4 | CCCCn1cnc2c(sc3nc4c(cc32)CSC(C)(C)C4)c1=O | 2% | 1.1µM* | ? | ? | 0.63µM* | -10% | ? | -9% | 7% | 1.1µM*
5 | Nc1ccc(C(=O)N/N=C\c2ccc(OC(=O)c3ccccc3Cl)cc2)cc1 | 3% | 2% | 22% | 4% | -3% | -13% | -5% | -6% | 11% | ?
6 | O=C(NCc1nnnn1-c1ccc(F)cc1)C1CC(=O)N(c2ccc(F)cc2)C1 (stereo unspecified) | -11% | -4% | -1% | -7% | -1% | . | -4% | . | . | 3%
7 | COc1ccc(S(=O)(=O)n2c([N+](=O)[O-])cnc2C)cc1OC | -5% | -6% | -1% | -2% | 0% | 1% | . | 6% | -4% | 4%
8 | C[C@H](NC(=O)[C@@H]1Cc2ccccc2CN1)C(=O)NC[C@H]1CC[C@H](C(=O)O)CC1 | 13% | -7% | -1% | 0% | -2% | 4% | 6% | -16% | 18% | -2%
9 | O=S(=O)(c1ccc(Br)cc1)c1cnc2ccccc2n1 | -14% | -4% | -14% | -7% | 8% | ? | -1% | . | 11µM* | -4%
10 | CC(C)c1ccc(S(=O)(=O)N2CCN(C(=O)c3cc(-c4ccccc4)n[nH]3)CC2)cc1 | 3% | -1% | -15% | 8% | -6% | -7% | . | 8% | -1% | 2%
11 | COc1ccc(CN(CCC(c2ccccc2)c2ccco2)C(=O)c2ccco2)cc1 (stereo unspecified) | -5% | -9% | -8% | -5% | -3% | 4% | 15% | -4% | 26% | -1%
12 | Cc1[nH]c2ccccc2c1/C=N/NC(=O)c1cc(-c2cccs2)[nH]n1 | 11% | -1% | -16% | -5% | -4% | -9% | 5% | -26% | 21% | 15µM*
13 | CC(C)[C@H]1CC[C@@H](C)C(C(=O)c2ccccc2)C1=O (stereo partly specified) | -1% | -2% | 11% | 0% | -1% | -2% | -6% | ? | 2% | 0%
14 | O=C(Cn1cnc2c(nnn2Cc2ccccc2)c1=O)NCC1CCCO1 (stereo unspecified) | 1% | 0% | -2% | -11% | 0% | -10% | 2% | 2% | 8% | -2%
15 | CCOC(=O)c1cc(-c2ccccc2)sc1NC(=O)C(C)N1C(=O)NC(C)(c2ccc(Cl)cc2)C1=O (stereo unspecified) | 2% | 3% | -41% | -6% | -1% | 10% | -3% | 10% | 15% | 4%
16 | O=C(Nc1nnc(SCc2ccccc2)s1)c1cc2c(s1)CCCC2 | 5% | 20% | 33% | ? | 10% | 6% | 6% | 3% | -1% | ?
17 | O=C(OCCNc1ncc(C(F)(F)F)cc1Cl)c1ccc(S(=O)(=O)N2CCOCC2)cc1 | 7% | 0% | 0% | 0% | 2% | -9% | 3% | -17% | -7%[10 µM] | 0%
18 | Cc1ccc(/C=C(\NC(=O)c2ccc(C)cc2)C(=O)NCCCn2ccnc2)cc1 | -4% | -1% | -41% | -4% | -2% | 6% | -1% | 3% | 12% | -1%
19 | COC(=O)CCC(=O)c1oc2ccccc2c1NC(=O)CCCN1C(=O)c2ccccc2C1=O | -2% | 4% | -7% | -1% | 6% | -5% | -5% | -2% | -26% | -4%
20 | COc1cccc(-n2c(COc3ccc(C)cc3)nnc2SCC(=O)O)c1 | -11% | 0% | 8% | 1% | 9% | 0% | 4% | -8% | -12% | 0%
21 | COc1ccc(Nc2nc(N(C)c3ccccc3)nc(N)c2[N+](=O)[O-])cc1 | -3% | -2% | -6% | 7% | -5% | -10% | -4% | 1% | -23% | 0%
22 | CCN(CC)S(=O)(=O)c1ccc2c(c1)c(=O)c(C(=O)N1CCOCC1)cn2C | . | -5% | -6% | 1% | -3% | 6% | -1% | -6% | -13% | 0%
23 | Cc1ccc(S(=O)(=O)N2[C@@H](c3cccc4ccccc34)C(C(=O)O)=C[C@H]2C(C)(C)C)cc1 | -10% | . | 4% | -2% | . | . | 5% | . | . | .
24 | CCOC(=O)CN(C(=O)CSc1nnc(C)n1-c1ccccc1)c1cccc([N+](=O)[O-])c1 | -3% | -6% | -18% | -1% | -3% | 10% | -1% | ? | -9% | 0%
25 | CC(C)(C)NC(=O)c1ccc2c(c1)C(=O)N(C1CCCCC1)C2=O | 1% | 17% | 27% | 10% | -3% | -2% | 18% | ? | 25% | ?
26 | Cc1ccc2nc(NC(=O)c3ccc4c(c3)OCO4)sc2c1 | -6% | 1.1µM* | ? | 14% | 1.6µM* | ? | 15% | 54%[activator] | 7.9µM* | 0.95µM*
27 | O=C(NC1CC1)C1CCN(C(=O)c2ccc(Cl)cc2)CC1 | -1% | 10% | -30% | -5% | 0% | 12% | 0% | 0% | 5% | -1%
28 | COc1ccc(NC(=O)CN2C(=O)S/C(=C/c3cccn3-c3ccc(C(=O)O)cc3)C2=O)cc1 | . | -6% | . | 1% | -3% | 7% | 2% | 3% | -3% | -17%
29 | CN(C(=O)COC(=O)/C=C/c1cccs1)c1c(N)n(Cc2ccccc2)c(=O)[nH]c1=O | -3% | -4% | 4% | -3% | 12% | . | 1% | . | . | 2%
30 | CC(C)(C)C(=O)Nc1ccc(C(=O)NNC(=O)Cc2ccccc2)cc1 | -2% | 0% | 13% | 12% | -2% | -2%[0.365 µM] | 11% | -10% | 9% | ?

Compound profiles (already shown).
Shown for `COc1ccc(NC(=O)CN2C(=O)S/C(=C/c3cccn3-c3ccc(C(=O)O)cc3)C2=O)cc1` = uPA surface inh: .; Rab9 prom act: -6%; BRCA1 expr act: .; ELG1 genotoxic: 1%; NPC1 promoter act: -3%; Gal4-VP16 FLuc: 7%; p53 reactivation: 2%; MBNL1 CUG block: 3%; RORgamma inh: -3%; FLuc modulator: -17%
Shown for `CN(C(=O)COC(=O)/C=C/c1cccs1)c1c(N)n(Cc2ccccc2)c(=O)[nH]c1=O` = uPA surface inh: -3%; Rab9 prom act: -4%; BRCA1 expr act: 4%; ELG1 genotoxic: -3%; NPC1 promoter act: 12%; Gal4-VP16 FLuc: .; p53 reactivation: 1%; MBNL1 CUG block: .; RORgamma inh: .; FLuc modulator: 2%

More entries:
item | mol | uPA surface inh | Rab9 prom act | BRCA1 expr act | ELG1 genotoxic | NPC1 promoter act | Gal4-VP16 FLuc | p53 reactivation | MBNL1 CUG block | RORgamma inh | FLuc modulator
31 | COc1ccccc1NC(=O)Cn1nc(Cc2cccnc2)c2ccccc2c1=O | 2% | -6% | 0% | 0% | 0% | 5% | -2% | -9% | 20% | 1%
32 | Oc1ccc(-c2ccccc2)cc1CN1CCCCCC1 | 1% | -1%[1.84 µM] | 4% | -2% | -4% | 5% | 8% | 12% | 3% | -16%
33 | CCOC(=O)N1CCN(c2c(NCc3ccc(Cl)cc3)c(=O)c2=O)CC1 | 2.8µM* | -7% | -48% | 27% | -21% | -8% | 18% | -5% | -13% | 4%
34 | O=C1CCN(S(=O)(=O)c2ccccc2)C2CCCCC12 (stereo unspecified) | -2% | -1% | -3% | -1% | -9% | 5% | -9% | 2% | 13% | 5%
35 | COc1ccc(CN(Cc2nc3ccccc3c(=O)[nH]2)C(=O)c2ccco2)cc1 | 4% | 1% | -12% | -1% | -2% | -2% | -4% | -7% | ? | -1%
36 | COc1ccc(C(=O)NN2CCOCC2)cc1[N+](=O)[O-] | 1% | 1% | -2% | 0% | -4% | -2% | 6% | 20% | 1% | 1%
37 | Cc1ccc(NC(=O)CCCN2C(=S)NC(C)(C)CC2C)cc1 (stereo unspecified) | 1% | -2% | -1% | 0% | -4% | ? | ? | -8% | 13µM* | 0%
38 | Cc1ccc(NC(=O)COC(=O)c2ccc3c(c2)OCCO3)cc1 | -5% | -2% | -1% | 0% | 2% | . | 11% | . | . | 1%
39 | OCCN1CCN(c2nc(-c3ccccc3)c3cc(Cl)ccc3n2)CC1 | -7% | 6% | -47% | -1% | 2% | -7% | -10% | 25% | -4% | 3%

2 compounds from above, limited to p53 reactivation and BRCA1 expr act.
# | structure | p53 reactivation | BRCA1 expr act
34 | O=C1CCN(S(=O)(=O)c2ccccc2)C2CCCCC12 (stereo unspecified) | -9% | -3%
35 | COc1ccc(CN(Cc2nc3ccccc3c(=O)[nH]2)C(=O)c2ccco2)cc1 | -4% | -12%
